DNMT1 block: human DNMT1 methyltransferase inhibitors, primary screen, biochemical, molecular beacon, fluorescence, HinP1I cleavage, uHTS; hit rate 0.83% among 360,000; DNA (cytosine-5)-methyltransferase 1 (Homo sapiens), P26358; inhibition (reported as % activation of signal), % at 10 µM; in the data active = inhibition above about 50%
NadD inh: inhibitors of S. aureus NadD, primary screen, biochemical, colorimetric, uHTS; hit rate 0.78% among 360,000; AID 602399, 2012; inhibition, % at 20 µM; purified NadD enzyme, colorimetric absorbance read-out; in the data active = inhibition above about 26%; note: some compounds past the cut are filed as inactive
Scp1 inh: Scp-1 phosphatase inhibitors, primary screen, biochemical, colorimetric, uHTS; Carboxy-terminal domain RNA polymerase II polypeptide A small phosphatase 1 (Homo …; Recombinant Scp1, phosphopeptide, malachite green phosphate absorbance; inhibition, % at 20 µM; hit rate 0.88% among 340,000;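 active = inhibition above about 50% at 20 µM, limit read from the data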;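 note: plate controls were DMSO wells with enzyme for no effect and wells lacking enzyme for full effect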
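Test system – truncated SCP-1 phosphatase (76-261aa) · Reagent – Phosphorylated 17-residue peptide substrate · Incubation – 45 min room-temperature reaction, 5 min colour, 30 min stabiliser · Detection – colorimetric phosphate reagent with accelerator and stabiliser, absorbance at 630 nm · Measure – % inhibition at 20 µM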
SUMO1-SIM PPI: modulators of SUMO1 protein-protein interactions, primary screen, biochemical, uHTS | Small ubiquitin-related modifier 1 (Homo sapiens), P63165 | SUMO1 binding to a labelled peptide, TR-FRET, 1 h | inhibition, % at 20 µM | hit rate 0.33% among 360,000 | AID 602429, 2012; in the data active = inhibition above about 37%
Target sequence (P63165 whole entry, looked up): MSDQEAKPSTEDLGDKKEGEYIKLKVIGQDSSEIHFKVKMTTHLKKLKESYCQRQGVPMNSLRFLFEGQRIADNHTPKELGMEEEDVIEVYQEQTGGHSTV
STEP inh: STEP phosphatase inhibitors, primary screen, biochemical, fluorescence intensity, uHTS | recombinant STEP, OMFP fluorogenic substrate | inhibition, % at 20 µM | Tyrosine-protein phosphatase non-receptor type 5 (Homo sapiens), P54829 | hit rate 0.25% among 360,000;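 active = inhibition at 20 µM, scaled per plate between control wells, above about 37%, limit read from the data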;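 note: 0% = DMSO with enzyme and substrate and 100% = substrate only without enzyme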
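Material: STEP (striatal-enriched tyrosine phosphatase) enzyme, cell-free | Medium: 50 mM Bis-Tris pH 6.0 with 2.5 mM DTT and 0.005% Tween 20 | Read-out: Percent inhibition scaled to no-enzyme and uninhibited-enzyme controls, plate-pattern corrected | Signal: Fluorescence read at 480 nm ex / 540 nm em | Times: 20 min reaction, room temperature, in the dark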
MsrA inhibitor: bovine MsrA enzyme inhibitors, primary screen, biochemical, absorbance, HTS. Methionine sulfoxide reductase A (Bos taurus). inhibition, % at 15.5 µM. hit rate 0.75% among 360,000. purified bovine MsrA, absorbance read-out; in the data active = inhibition above about 4.5%;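 note: 0% = vehicle wells with enzyme and 100% = reference inhibitor wells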
CSN inh: inhibitors of CSN-mediated cullin deneddylation, primary screen, biochemical, fluorescence polarization, uHTS; COP9 signalosome complex subunit 5 (Homo sapiens), Q92905; Purified CSN, SCF-Nedd8-OG deneddylation; inhibition, % at 12.5 µM; hit rate 0.38% among 360,000;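 active = pattern-corrected inhibition above about 35%, with an unprinted fluorescence ratio check between 0.5 and 1.5, limit read from the data, passing the limit was not always enough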;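 note: 0% = enzyme with substrate and 100% = substrate without enzyme; some results filed as inactive read as strong as hits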
Target sequence (Q92905 whole entry, looked up, one chain of several): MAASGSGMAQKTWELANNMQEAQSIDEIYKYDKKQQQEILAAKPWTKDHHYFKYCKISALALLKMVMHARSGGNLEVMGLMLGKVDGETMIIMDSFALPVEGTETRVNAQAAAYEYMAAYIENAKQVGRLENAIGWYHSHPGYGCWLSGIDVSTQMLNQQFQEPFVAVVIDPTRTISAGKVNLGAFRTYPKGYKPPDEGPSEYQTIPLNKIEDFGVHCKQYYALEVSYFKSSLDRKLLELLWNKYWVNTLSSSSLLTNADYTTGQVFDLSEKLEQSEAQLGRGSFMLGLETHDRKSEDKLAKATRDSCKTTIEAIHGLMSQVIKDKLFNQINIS
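Detection – fluorescence polarization · System – HEK293T-derived human Csn5 enzyme · Controls – substrate-only high control, full reaction low control · Timing – 90 min, room temperature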
TbMetRS inhib: T. brucei MetRS inhibitors, primary screen, biochemical, luminescence; purified T. brucei MetRS, ATP depletion, Kinase-Glo luminescence; inhibition, % at 11.9 µM; AID 624268, 2012; hit rate 0.4% among 360,000;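 active = inhibition above a per-plate cutoff of the control wells' mean inhibition plus 3 SD, cut at about 5.5% in these data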;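 note: 0% = DMSO wells median and 100% = median of wells with control inhibitor compound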
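Material: parasite MetRS enzyme / Replication: singlicate, one well per compound / Signal: luminescence of leftover ATP / Schedule: 2 h aminoacylation at 25 °C after 15 min preincubation / Medium: HEPES-MgCl2-KCl buffer plus DTT, spermine, BSA, pyrophosphatase / Doses: 11.9 µM single point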
Rpn11 block: Rpn11 (PSMD14) deubiquitinase inhibitors, primary screen, biochemical, fluorescence polarization, uHTS | hit rate 0.59% among 360,000 | 26S proteasome non-ATPase regulatory subunit 14 (Homo sapiens), O00487 | calls only at 20 µM | human 26S proteasome, Ub4-pepOG fluorescence polarization; 20S core pre-blocked with epoxomicin;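 active = inhibition at 20 µM, scaled to each plate's controls, above about 33%, limit read from the data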
Target sequence (O00487 whole entry, looked up): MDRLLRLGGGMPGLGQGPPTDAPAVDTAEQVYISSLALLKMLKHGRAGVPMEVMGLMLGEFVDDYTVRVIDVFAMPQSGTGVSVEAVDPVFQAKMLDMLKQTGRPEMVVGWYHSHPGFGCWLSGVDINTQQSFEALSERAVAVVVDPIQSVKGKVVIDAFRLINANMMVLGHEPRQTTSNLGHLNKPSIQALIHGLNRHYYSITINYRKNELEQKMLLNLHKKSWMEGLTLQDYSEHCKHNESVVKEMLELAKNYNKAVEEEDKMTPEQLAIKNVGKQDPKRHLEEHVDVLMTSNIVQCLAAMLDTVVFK
LMPTP inh: LMPTP phosphatase inhibitors, primary screen, biochemical, fluorescence intensity, uHTS; Low molecular weight phosphotyrosine protein phosphatase (Homo sapiens), P24666; recombinant LMPTP-A, OMFP fluorogenic substrate; inhibition, % at 20 µM; hit rate 0.22% among 360,000; AID 651560, 2012;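 active = compounds that cut the enzyme signal by at least half of the control window in the single-dose screen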;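 note: plate controls were DMSO wells with enzyme plus substrate for no effect and substrate without enzyme for full effect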
Target sequence (P24666 whole entry, looked up): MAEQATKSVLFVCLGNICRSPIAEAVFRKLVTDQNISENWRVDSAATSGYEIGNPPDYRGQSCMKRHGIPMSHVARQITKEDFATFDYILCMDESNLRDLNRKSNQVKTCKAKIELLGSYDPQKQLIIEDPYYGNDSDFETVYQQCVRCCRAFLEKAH
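material = LMPTP-A | quantity = 0.625 nM enzyme | reagent = OMFP substrate, 400 µM final | buffer or medium = Bis-Tris pH 6.0, DTT, detergent | detection = endpoint fluorescence intensity from OMFP dephosphorylation | dosing = single 20 µM dose | read-out basis = % inhibition relative to no-enzyme and uninhibited control wells | control set = no-enzyme and uninhibited controls | timing = 50 min at room temperature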
* hit, by the source's call; i = inactive; nt = no result given.

Under each structure: DNMT1 block	NadD inh	Scp1 inh	SUMO1-SIM PPI	STEP inh	MsrA inhibitor	CSN inh	TbMetRS inhib	Rpn11 block	LMPTP inh
- COc1ccc(CCNC(=O)CN2CCN(S(=O)(=O)c3ccc(Cl)cc3)CC2)cc1OC
  -4	-4	5	-1	2	-1.0	-1	0.1	i	-1.2
- COC(=O)C1=C(C)N(C)C(=S)N(C)C1c1cccc(Br)c1 (centres undefined)
  1	-1	-5	-1	-3	0.3	5	-0.3	i	-0.4
- Cc1ccc(S(=O)(=O)N2CCN(C(=O)CSc3ncn[nH]3)CC2)cc1
  -2	4	-4	3	0	0.2	1	-0.4	i	-2.3
- CC(=O)Nc1ccc(NS(=O)(=O)c2c(Cl)cccc2Cl)cc1
  1	-4	4	-2	-4	0.1	0	-0.7	i	-1.8
- CN(C)CCCN(C(=O)COc1ccccc1)c1nc2cc3c(cc2s1)OCO3
  0	-8	-7	1	1	1.4	-4	0.8	i	0.2
- CC[C@@H](C)[C@@H](C(=O)N1CCNCC1)n1cc(CCC(=O)O)nn1
  4	-5	-2	5	2	0.3	-5	-0.2	i	-2.4
- COc1ccc(N/C(=C2\CCCC2=O)C2CCCCC2)cc1
  0	1	-6	4	7	2.0	0	0.0	i	3.2
- COc1ccc(OC)c(-c2oc3ccccc3c(=O)c2O)c1
  0	-4	-23	-7	-2	1.8	4	-0.6	i	-2.3
- COc1ccc(NC(=O)COC(=O)C(NC(=O)c2ccc(C)cc2)C(C)C)cn1 (centres undefined)
  -12	4	-5	7	-4	0.0	-6	0.0	i	-1.1
- CN(C)CCCNc1c2c(nc3cc(-c4cccc(F)c4)nn13)CCC2
  0	0	-1	0	0	-0.1	-4	-0.6	i	5.6
- COc1cc(CNn2c(C)n[nH]c2=S)cc(Br)c1OCc1ccc(F)cc1
  -6	-3	-11	0	3	-0.5	-3	-0.3	i	-47
- Cc1cccc(N2N=C(C(=O)N3Cc4ccccc4CC3C(N)=O)CCC2=O)c1 (centres undefined)
  1	-6	-8	-2	0	0.2	1	-0.3	i	-2.4
- C[C@H](CO)N1C[C@H](C)[C@@H](CN(C)Cc2ccc(Cl)c(Cl)c2)Oc2c(NS(=O)(=O)c3cn(C)cn3)cccc2C1=O
  -1	2	59*	4	0	-0.8	-2	-1.3	i	-1.6
- Cc1nc(C)c(C(=O)C2=C(O)C(=O)N(CCN3CCOCC3)C2c2cccnc2)s1 (centres undefined)
  -2	0	0	-5	3	1.9	-6	-0.9	i	-4.7
- Cc1cc(C)n(-c2cc(=O)n(C)c(=O)n2C)n1
  -2	7	-5	0	-5	0.4	0	0.1	i	0.5
- COc1cc(CN(C)CCc2ccccn2)cc(OC)c1OC
  -3	1	-8	-1	4	1.2	2	-1.2	i	-2.8
- O=[N+]([O-])c1ccc(N2CCNCC2)c(S(=O)(=O)N2CCOCC2)c1
  -28	12	-18	-17	-1	0.9	-1	0.2	i	0.1
- Brc1ccccc1-c1nnc(COc2cccc3cccnc23)o1
  -8	2	-7	-6	-3	-0.2	7	-1.2	i	2.0
- CCCC(=O)N1CCC1(C)C(=O)NS(=O)(=O)c1cccs1 (centres undefined)
  -2	-4	nt	1	-2	0.4	-1	-0.3	i	-0.6
- Cc1noc(C)c1C(=O)OCC(=O)NCc1ccccc1
  1	-3	-7	2	-3	-0.9	-5	-0.3	i	-0.3
- Cc1cccc2cc(C3CC(c4ccco4)=NN3C(=O)CCC(=O)O)c(Cl)nc12 (centres undefined)
  3	1	-3	0	-1	-0.4	-4	-0.9	i	-0.7
- Cc1cc(OCc2cc(C(=O)N(C)Cc3ccccn3)no2)cc(C)c1Cl
  -8	-1	-2	2	-1	-0.5	3	-0.2	i	1.6
- CC(=O)O[C@H](CC(=O)O)C[N+](C)(C)C
  1	-8	-11	3	-1	0.1	-2	-1.4	i	-0.7
- CCC(C)(C)n1nnnc1C(c1ccc2ncccc2c1)N1CCN2CCCC2C1 (centres undefined)
  -8	3	2	2	0	0.3	3	-0.5	i	1.1
- O=C(NCc1ccccc1)C1=C[C@@H](c2ccc(C(F)(F)F)cc2)C[C@@H](OCc2ccc(CO)cc2)O1
  -20	1	-4	-6	2	-0.6	4	0.0	i	4.9
- O=C1/C(=C/c2ccc(N3CCCC3)cc2)NC(=S)N1C1CC1
  -8	3	-5	-45	-35	2.0	134	-0.4	nt	13
- S=C(NCCc1ccccn1)NC1CCCCC1
  -1	3	-1	1	6	2.0	-4	-0.1	i	-1.2
- COc1ccccc1NC(=O)CSc1nnc(C2CCCCC2)n1-c1ccccc1
  0	8	-5	0	7	-1.8	-5	-0.2	i	1.0
- CC(C)C(C)NC(=O)COc1ccc([N+](=O)[O-])cc1Cl (centres undefined)
  2	1	3	-14	-2	1.8	-5	0.2	i	0.3
- CC(C)(CNC(=O)Cc1ccc(NS(=O)(=O)c2cccc(C(F)(F)F)c2)cc1)N1CCOCC1
  0	-1	-1	5	1	1.6	-5	-0.3	i	-0.4

Other results follow:
canonical_smiles	DNMT1 block	NadD inh	Scp1 inh	SUMO1-SIM PPI	STEP inh	MsrA inhibitor	CSN inh	TbMetRS inhib	Rpn11 block	LMPTP inh
COCCN(C(=O)CCC(=O)Nc1cc(C)on1)C(C(=O)NC1CCCC1)c1ccccc1F (centres undefined)	-1	1	5	5	-3	0.3	2	-2.1	i	-1.8
O=C(C[C@H]1C/C=C\C[C@H](NC(=O)OCC2c3ccccc3-c3ccccc32)C(=O)O[C@H](c2ccccc2)CNC1=O)N[C@H](CO)Cc1ccccc1	57*	17	2	-2	-1	nt	-1	0.0	i	-1.1
O=C(N1CCCCC1)N1CCN(c2ccc(Cl)cc2)CC1	-6	-1	-5	-1	2	-1.2	0	0.7	i	1.4
Cc1ccc(N(CCC#N)C(=O)COC(=O)c2ccccn2)cc1	0	1	0	8	0	-1.2	1	-0.2	i	-1.1
O=C(Nc1ccc(S(=O)(=O)Nc2cnc3ccccc3n2)cc1)c1ccccc1Br	-2	-4	-10	-4	-1	1.2	1	0.1	i	-0.4
Cc1cc(C)c(NC(=O)COC(=O)CCn2c(C)csc2=O)c(C)c1	4	2	-4	3	2	-0.7	-3	-0.3	i	0.6
COc1ccc2c(c1)Cc1sc(NC(C)=O)nc1-2	-10	3	4	-10	-3	0.1	4	0.7	i	0.9
COc1ccc(C(=O)NCC(=O)OCc2ccc(F)cc2Cl)cc1OC	0	4	1	-3	-3	0.0	1	-1.4	i	-0.1
CCCNC(=O)Cn1cnc2sc(C(=O)NCCCN3CCOCC3)c(C)c2c1=O	1	-1	-4	-4	-2	0.6	-6	-0.7	i	-1.8
CC(C)(C)OC(=O)N/N=C\c1ccc(OC(=O)c2ccco2)cc1	-1	-3	-4	-2	-5	2.4	-19	-0.3	i	-0.1
CC(=O)Nc1ccc(-c2nc3ccccc3c(=O)o2)cc1	-4	2	1	-13	0	-1.1	7	-0.2	i	-0.8
CCn1c(Cc2ccccc2)nnc1SCC(=O)Nc1ccc(OC)cc1	3	2	5	3	-3	-1.1	-1	-1.4	i	0.4

Quoted at random: 4 compounds from above.
canonical_smiles	DNMT1 block	NadD inh	Scp1 inh	SUMO1-SIM PPI	STEP inh	MsrA inhibitor	CSN inh	TbMetRS inhib	Rpn11 block	LMPTP inh
CN(C)CCCNc1c2c(nc3cc(-c4cccc(F)c4)nn13)CCC2	0	0	-1	0	0	-0.1	-4	-0.6	i	5.6
COc1cc(CN(C)CCc2ccccn2)cc(OC)c1OC	-3	1	-8	-1	4	1.2	2	-1.2	i	-2.8
COc1ccc2c(c1)Cc1sc(NC(C)=O)nc1-2	-10	3	4	-10	-3	0.1	4	0.7	i	0.9
COc1ccc(N/C(=C2\CCCC2=O)C2CCCCC2)cc1	0	1	-6	4	7	2.0	0	0.0	i	3.2

Screens deposited in PubChem BioAssay by several laboratories.

Rows were taken by chance, and some 3.9% of all compounds hit somewhere here.
